FBA Mtb inh: inhibitors of M. tuberculosis fructose-bisphosphate aldolase; purified M. tuberculosis FBA, fluorescence read-out; inhibition, % at 1 µM; actives 2.3% (n = 360,000); AID 588726; in the data active = inhibition above about 27%;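 also: 0% = vehicle and 100% = reference inhibitor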
UGM FP inh: blocks M. tuberculosis UGM enzyme; actives 0.06% (n = 320,000); P9WIQ1; inhibition, % at 10 µM; purified UGM, fluorescence polarization probe displacement; in the data active = inhibition above about 10%, passing the limit was not always enough; inconclusive = no clear call, values can overlap the other calls
Vc quorum ag: induces V. cholerae light production without autoinducers; V. cholerae BH1578 lux reporter, luminescence, 6 h; activation, % at 18.7 µM; actives 0.16% (n = 350,000); AID 588436; in the data active = activation mostly above about 9.7%, no sharp cut-off; inconclusive = no clear call, values can overlap the other calls; inactive = mostly below about 3.7%; also: not every result past the cut was called active; inactives centre near 0; reference of the scale not given here
TcdB inh: blocks C. difficile toxin B glycohydrolase activity; TcdB glycohydrolase enzymatic assay, plate reader; inhibition, % at 9.99 µM; actives 0.24% (n = 350,000); in the data active = inhibition above about 10%
FadD28 FP inh: blocks FadD28 binding to the bisubstrate probe. fluorescence polarization. inhibition, % at 12.5 µM. actives 0.22% (n = 360,000). AID 588549; in the data active = inhibition above about 8.5%, passing the limit was not always enough; inconclusive = no clear call, values can overlap the other calls
BioA inh: inhibitors of Mycobacterium tuberculosis BioA enzyme; purified M. tuberculosis BioA enzyme, plate reader; inhibition, % at 9.99 µM; actives 0.096% (n = 360,000); in the data active = inhibition above about 40%; inconclusive = no clear call, values can overlap the other calls
PfHsp40 rescue: compounds rescuing yeast from Plasmodium falciparum HSP40 toxicity; S. cerevisiae expressing PfHsp40, growth rescue, ATP luminescence; growth rescue, % at 12.5 µM; actives 0.68% (n = 340,000); AID 504582; in the data active = growth rescue above about 28%, passing the limit was not always enough; inconclusive = no clear call, values can overlap the other calls;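 also: yeast W303a lacking pdr1 and pdr3 grown in galactose medium; growth measured after three days at 30 °C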
GDH-TPI inh: GDH-TPI coupled enzyme inhibition counter-screen; GDH-TPI coupled enzyme counterscreen, NADH absorbance; actives 1.2% (n = 360,000); inhibition, % at 4.8 µM; in the data active = inhibition above about 30%;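 also: 0% = DMSO wells and 100% = wells lacking the enzyme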
Yp Topo-I inh: inhibitors of Yersinia pestis topoisomerase I; activity, % at 10 µM; Y. pestis Topo-I cleavage product accumulation, plate reader; AID 504884; actives 0.064% (n = 360,000); in the data active = activity above about 50%, passing the limit was not always enough; inconclusive = no clear call, values can overlap the other calls; also: inactives centre near 2
* marks the source's active call; other numbers are inactive results; i = inactive; ? = inconclusive; . = no result given.

Every second line gives: FBA Mtb inh | UGM FP inh | Vc quorum ag | TcdB inh | FadD28 FP inh | BioA inh | PfHsp40 rescue | GDH-TPI inh | Yp Topo-I inh
#1 CSC1=N/C(=C/c2cccnc2)C(=O)N1Cc1ccccc1
→ 9.5 | -3.4 | -1.9 | -0.3 | -1.5 | 6.4 | -0.6 | 32.4* | 12.6
#2 O=C(NCCN1CCOCC1)c1cc(-c2ccccc2Cl)on1
→ 0.7 | -0.9 | -0.2 | 0.5 | -1.3 | -3.8 | -0.5 | -8.2 | 9.5
#3 Cc1cnc(C(=O)NCCc2ccc(C(F)(F)F)cc2)cn1
→ 1.9 | 0.5 | -0.2 | 1.0 | -3.1 | . | -1.0 | -11.9 | -6.8
#4 O=C(NCCc1c[nH]c2ccccc12)/C(=C\c1cccnc1)NC(=O)c1ccco1
→ 2.6 | -0.6 | i | 0.8 | 1.1 | . | -0.3 | 3.0 | 3.2
#5 CN(C)S(=O)(=O)c1ccc(Cl)c(NC(=O)CN2C(=O)NC3(CCCC3)C2=O)c1
→ -3.3 | -0.4 | -0.3 | 0.9 | . | -2.7 | 1.1 | -3.4 | -3.3
#6 Cc1ccccc1-c1nn(-c2ccc(F)cc2F)cc1CNC1CC1
→ 3.2 | 3.3 | i | 1.2 | -3.9 | . | 0.0 | 2.5 | -1.8
#7 CCCCNC(=O)C(=O)NCc1ccncc1
→ 0.2 | 0.5 | -1.2 | 1.5 | -1.9 | 0.3 | . | 3.7 | -1.1
#8 Cc1c(CN(C)C)c2c(n1Cc1ccccc1)C(=O)c1ccc(Br)cc1-2
→ 0.8 | 2.1 | -0.3 | . | 0.1 | -5.5 | 2.6 | 7.0 | -7.0
#9 NNC(=O)c1ccccc1OCCOc1ccccc1
→ 0.2 | -1.9 | -0.5 | 1.6 | -2.8 | 0.1 | 1.8 | 7.2 | 34.0
#10 CCN(Cc1ccccc1)C(=O)c1cccnc1
→ -1.2 | 1.4 | -0.4 | 1.0 | -3.4 | -1.0 | -0.6 | 8.6 | -9.7
#11 CCCC(=O)NC(c1ccccc1OC)c1ccc2cccnc2c1O (centres undefined)
→ 0.2 | 1.9 | i | . | 0.0 | . | 374.0* | -6.1 | 1.4
#12 COc1cccc(/C=C/c2nc(S(=O)(=O)c3ccccc3)c(N(C)C)o2)c1
→ 47.0* | 7.3 | 3.1 | 0.9 | -0.9 | -0.6 | -1.6 | 22.4 | 2.9
#13 COc1c(/C=N/Nc2nc(N3CCCCC3)nc(N3CCCCC3)n2)cccc1[N+](=O)[O-]
→ -1.4 | -1.2 | i | . | -2.8 | -0.6 | -0.5 | 5.6 | -3.8
#14 CCCCCOc1ccc(C(=O)Nc2ccc(S(=O)(=O)Nc3cc(C)on3)cc2)cc1
→ -0.2 | 0.0 | -0.2 | 1.1 | -3.9 | -1.3 | -0.7 | -9.7 | -6.6
#15 CC(=O)c1cc(O)c2ccccc2c1O
→ 0.7 | -0.6 | -0.8 | 1.3 | 2.1 | 0.1 | -1.4 | -0.7 | -9.1
#16 CCN(CC)c1ccc(/C=N/NC(=O)Nc2nonc2N)cc1
→ 13.4 | -1.9 | i | . | -2.2 | . | 0.3 | 30.5 | -8.8
#17 c1ccc(Cn2ccnc2-c2ccco2)cc1
→ 4.1 | 0.5 | 5.6 | . | -0.2 | -1.0 | 1.1 | 0.6 | -1.1
#18 CCOC(=O)[C@H]1[C@H]2COc3ccc(Br)cc3[C@H]2N2C(=O)CNC(=O)[C@@]12C
→ 0.0 | 1.0 | i | 1.5 | -4.5 | -2.5 | -1.4 | -8.6 | -0.8
#19 NNC(=O)c1ccc(CN2C(=O)c3cccc4cccc2c34)cc1
→ 3.5 | 2.0 | -0.6 | 0.3 | -0.9 | . | -0.1 | 2.2 | 32.5
#20 CN(c1ccc(OCC(=O)OCC(=O)c2c(N)n(C)c(=O)n(C)c2=O)cc1)S(=O)(=O)c1ccc2ccccc2c1
→ 3.3 | 1.6 | i | 2.7 | -1.5 | . | -1.5 | 9.9 | 15.3
#21 COc1ccc(C2C=C(c3ccc(F)cc3)NC(=S)N2)cc1OC (centres undefined)
→ -3.0 | 0.5 | 2.1 | 0.1 | -2.0 | . | -0.1 | -1.5 | -5.6
#22 Cc1cc(C(=O)NNS(=O)(=O)c2cccc(Cl)c2)nn1C(C)(C)C
→ -1.7 | 1.2 | i | -1.6 | 0.0 | . | -1.5 | -1.9 | -4.0
#23 COc1ccc(NC(=O)c2cnn(-c3ccccc3)c2C)c(OC)c1
→ 2.9 | -3.2 | i | 0.8 | -1.4 | 11.8 | 2.7 | -6.9 | 9.7
#24 Cc1cc(C)c[n+](C(C)C(=O)c2ccc(Cl)cc2)c1 (centres undefined)
→ 0.2 | -0.8 | i | 0.6 | -1.3 | -0.6 | 0.1 | 14.3 | 3.6
#25 CN(C)/C=N/c1nc(-c2ccc3ccccc3c2)cs1
→ 0.6 | -1.5 | i | 0.4 | -2.3 | 0.6 | -0.2 | 2.0 | 25.8
#26 CC(=O)CC(=O)NC1C2CC3CC(C2)CC1C3 (centres undefined)
→ 5.0 | -4.2 | i | . | -0.8 | -0.3 | -0.5 | 1.9 | 7.4
#27 CC(=O)Nc1ccc(S(=O)(=O)N(C)CC(=O)NNc2c(F)c(F)cc(F)c2F)cc1
→ -3.1 | 0.1 | -0.4 | -0.5 | -2.8 | -1.0 | 0.5 | 2.5 | -1.0
#28 CCN(CC)CCCNC(=O)Cn1ccc2ccccc2c1=O
→ 1.5 | 0.5 | -1.6 | 1.0 | 0.1 | . | 0.1 | 4.3 | 4.5
#29 CCN1CCN(CCCNC(=O)c2ccc(CS(=O)c3ccc(Br)cc3)o2)CC1 (centres undefined)
→ -2.1 | -1.6 | i | 1.3 | -0.8 | -0.9 | -0.2 | 4.8 | -1.3
#30 CCC(OC(=O)c1ccco1)C(=O)NCc1ccc2c(c1)OCO2 (centres undefined)
→ 3.6 | 0.4 | -0.3 | 1.2 | 1.2 | -0.7 | 0.0 | 4.4 | -10.5
#31 O=c1[nH]c(SCc2ccccc2)nc2[nH]ncc12
→ -3.6 | 4.8 | i | 1.4 | -5.1 | 0.3 | -0.8 | -11.7 | 9.2
#32 CCOC(=O)C1CCN(C(=O)CN2C(=O)C(CC)Oc3ccccc32)CC1 (centres undefined)
→ 3.1 | 3.2 | 5.0 | 1.1 | 2.1 | -1.8 | -1.0 | 6.6 | -4.1
#33 O=C(N/N=C/c1c(O)n(-c2ccc(Cl)cn2)c(=O)c2ccccc12)c1ccncc1
→ -12.6 | -8.2 | i | . | ? | -1.9 | 28.8* | 7.0 | -1.1
#34 O=C(Cn1nnc(-c2ccccc2Cl)n1)N1CCN(S(=O)(=O)c2ccc(Cl)cc2)CC1
→ -0.6 | 0.3 | -0.2 | . | -1.4 | -2.3 | 1.3 | -0.6 | 4.9
#35 COc1ccc(-c2nc(-c3ccccn3)ncc2S(C)(=O)=O)cc1
→ 0.0 | -1.8 | -0.1 | 0.9 | -1.7 | . | -0.2 | 0.0 | 0.5
#36 O=C1CC(NC(=O)c2ccc(Cl)cc2)C(=O)N1 (centres undefined)
→ 0.3 | -0.5 | -0.5 | 2.2 | -0.4 | . | -0.2 | -5.3 | 5.4
#37 CN1CCCC1c1ccc(=O)[nH]c1 (centres undefined)
→ -1.4 | . | -8.3 | 0.8 | -2.7 | 0.7 | -1.5 | -2.2 | 3.1
#38 CN(C)C(=O)c1ccc(Oc2ccc(C(=O)N(C)C)cc2)cc1
→ 1.3 | 3.0 | i | . | -3.3 | 1.5 | -1.5 | 2.0 | 4.8
#39 Cc1c(C=NNc2ccccc2)[nH]c(=O)[nH]c1=O
→ 5.7 | . | -1.1 | -7.9 | -1.0 | . | 0.3 | 31.9* | -1.6
#40 COc1cccc(C(=O)O/N=C(\N)c2ccc(C)cc2)c1
→ -0.1 | 0.8 | i | 0.4 | 1.6 | 2.3 | 3.5 | 5.3 | 1.1
#41 COc1ccccc1/C=C1\SC(=S)N(C(C(=O)O)c2ccccc2)C1=O (centres undefined)
→ 2.5 | -0.5 | -0.1 | 1.3 | 2.4 | . | 0.2 | 30.4 | 18.4
#42 FC(F)(Cl)c1nnc2ccc(Sc3ccccn3)nn12
→ -1.2 | -3.1 | 1.3 | -0.7 | -4.7 | . | -1.2 | -4.1 | 2.3
#43 CCOc1ccc(/C=C/C(=O)c2ccccc2)cc1OC
→ -1.3 | -4.0 | -3.3 | . | -4.8 | . | 0.2 | 12.1 | 15.7
#44 COc1ccc(-c2cc(C(=O)Nc3ccccc3SC)no2)cc1
→ 2.7 | -0.9 | i | . | -2.1 | -0.8 | -1.2 | 0.5 | 2.2
#45 Cc1occc1-c1nnc(-c2cc([N+](=O)[O-])cc([N+](=O)[O-])c2)o1
→ -2.8 | -2.9 | -0.2 | 2.0 | -8.2 | . | -0.8 | 7.6 | 1.5
#46 COC(=O)c1cc2occc2n1Cc1nc(-c2ccccc2C)oc1C
→ 1.8 | 1.0 | -0.2 | 1.0 | -0.6 | -0.7 | 1.4 | -0.9 | 3.6
#47 CC(C)C(NC(=O)CCN1C(=O)c2ccccc2C1=O)c1ccccc1 (centres undefined)
→ 5.3 | 1.1 | -0.3 | 1.5 | -1.3 | -0.5 | -0.2 | 8.9 | -2.3
#48 O=C(CCCc1nc2ccccc2s1)Nc1ccccc1
→ 2.4 | 0.2 | -0.1 | 0.8 | -3.9 | 0.8 | -0.7 | -5.0 | 17.1
#49 O=C(COc1ccc2ccccc2c1)Nc1ccc(S(=O)(=O)N2CCCCCC2)cc1
→ 1.9 | 0.5 | 1.7 | . | -4.3 | -1.4 | 0.8 | 0.9 | 23.0
#50 Cc1c(Cl)cnc(NC(=O)COC(=O)CCS(=O)(=O)c2ccccc2)c1Cl
→ 10.9 | -3.1 | -0.3 | . | 1.4 | -1.5 | 11.7 | 1.9 | 5.5
#51 Cn1cc(Br)c(NS(=O)(=O)c2ccc(Cl)s2)n1
→ -0.1 | 1.4 | -0.5 | -0.3 | -1.0 | . | 0.4 | -9.6 | 7.4
#52 CCn1cc(C(=O)N2CCc3ccccc32)c(=O)c2cc(S(=O)(=O)N3CC(C)CC(C)C3)ccc21 (centres undefined)
→ -1.5 | -0.1 | -0.2 | 1.5 | -1.7 | . | 0.6 | 5.6 | 32.7
#53 CCOC(=O)CN1C(=O)N[C@@H](c2ccc(Br)cc2)C(C(=O)OC)=C1C
→ 1.6 | -0.7 | i | 1.0 | -3.3 | 2.0 | -1.3 | 1.7 | 8.4
#54 CC1(Cc2ccc3c(c2)OCO3)C(=O)Nc2c(Cl)ccc(Cl)c21 (centres undefined)
→ -2.0 | . | 3.0 | 0.5 | -3.4 | 0.0 | . | -0.9 | 25.9
#55 CC(=O)c1cccc(NC(=O)Cn2nc(-c3ccc(Cl)cc3)ccc2=O)c1
→ 3.8 | -1.1 | 3.1 | 1.4 | 1.5 | . | 1.0 | -0.6 | 4.9
#56 COc1ccc(OC)c(C2CC(c3c(-c4ccccc4)c4cc(Cl)ccc4[nH]c3=O)=NN2S(C)(=O)=O)c1 (centres undefined)
→ 3.7 | -0.6 | i | . | -0.8 | 0.3 | 0.6 | 1.9 | 5.3
#57 COC(=O)C1C2CC(C(Br)C2Br)C1C(=O)O (centres undefined)
→ -3.8 | . | 0.8 | 1.0 | -1.8 | -1.3 | 2.5 | -0.9 | 1.2
#58 CN1CC(=O)N2[C@H](c3ccc4c(c3)OCO4)c3[nH]c4ccccc4c3C[C@@H]2C1=O
→ 1.9 | 0.6 | i | 0.8 | -1.4 | 2.5 | 0.6 | 8.2 | -5.7
#59 Cc1cc(C)n(CC(O)COc2cccc(OCC(O)Cn3nc(C)cc3C)c2)n1 (centres undefined)
→ 2.2 | 0.6 | 0.8 | . | -2.4 | -2.0 | 1.5 | -8.3 | 7.3
#60 O=C(NC1CCN(Cc2nnnn2CCc2ccccc2)CC1)c1ccccc1F
→ 0.2 | 2.9 | -5.6 | . | -3.4 | 6.7 | -1.0 | -1.3 | 0.4
#61 Cc1cccc(C(=O)Nc2nnc(S(=O)(=O)N3CCCCCC3)s2)c1
→ 4.6 | 3.3 | -0.1 | 1.2 | 1.4 | -1.7 | 0.0 | 26.3 | -7.8

Source: PubChem
